Screens (PubChem BioAssay)
Anthrax LF inh2: blocks Bacillus anthracis lethal factor protease; inhibition, % at 10 µM; hit rate 0.12% among 360,000; P15917; multiplex microsphere protease cleavage assay, LF; also: plate controls were buffer without enzyme for full effect and enzyme alone for no effect
Target sequence (P15917 whole entry, looked up): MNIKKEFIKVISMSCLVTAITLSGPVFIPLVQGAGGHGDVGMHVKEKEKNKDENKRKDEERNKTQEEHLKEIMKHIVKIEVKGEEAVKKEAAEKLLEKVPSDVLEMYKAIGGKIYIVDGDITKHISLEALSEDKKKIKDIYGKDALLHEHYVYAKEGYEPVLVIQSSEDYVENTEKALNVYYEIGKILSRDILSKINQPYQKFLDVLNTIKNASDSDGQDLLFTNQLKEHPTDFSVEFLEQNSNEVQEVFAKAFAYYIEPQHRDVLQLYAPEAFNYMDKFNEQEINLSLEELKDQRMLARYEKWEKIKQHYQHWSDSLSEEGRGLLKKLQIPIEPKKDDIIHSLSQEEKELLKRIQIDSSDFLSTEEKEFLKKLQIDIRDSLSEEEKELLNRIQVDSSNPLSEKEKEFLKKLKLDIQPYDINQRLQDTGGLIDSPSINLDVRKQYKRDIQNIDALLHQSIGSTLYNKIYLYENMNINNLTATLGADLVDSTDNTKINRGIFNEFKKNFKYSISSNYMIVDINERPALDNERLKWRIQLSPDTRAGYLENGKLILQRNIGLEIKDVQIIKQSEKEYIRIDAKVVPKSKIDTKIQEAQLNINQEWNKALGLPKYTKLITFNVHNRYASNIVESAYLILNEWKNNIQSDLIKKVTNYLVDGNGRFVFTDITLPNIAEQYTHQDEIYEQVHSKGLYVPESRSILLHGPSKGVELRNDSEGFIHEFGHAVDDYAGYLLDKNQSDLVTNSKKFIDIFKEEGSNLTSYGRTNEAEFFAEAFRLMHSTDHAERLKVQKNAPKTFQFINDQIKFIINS
Mtb BioA inh: BioA (M. tuberculosis) enzyme inhibition | purified M. tuberculosis BioA enzyme, plate reader | inhibition, % at 9.99 µM | hit rate 0.096% among 360,000; in the data active = inhibition above about 40%; inconclusive = no clear call, values can overlap the other calls
BoNT A protease: BoNT A light chain protease inhibition; multiplex microsphere protease substrate cleavage, flow cytometry; inhibition, % at 10 µM; hit rate 0.17% among 360,000; AID 588499; also: plate controls were buffer without enzyme for full effect and enzyme alone for no effect
FadD28 FP inh: blocks FadD28 binding to the bisubstrate probe; inhibition, % at 12.5 µM; fluorescence polarization; AID 588549; hit rate 0.22% among 360,000; in the data active = inhibition above about 8.5%, passing the limit was not always enough; inconclusive = no clear call, values can overlap the other calls
BoNT-F LC inh: blocks Botulinum neurotoxin F light chain protease; hit rate 0.22% among 360,000; AID 588497; Multiplex microsphere protease cleavage assay, flow cytometry; inhibition, % at 10 µM; in the data active = inhibition above about 35%, passing the limit was not always enough; inconclusive = no clear call, values can overlap the other calls; also: plate controls were buffer without enzyme for full effect and enzyme alone for no effect
GDH-TPI inh: GDH-TPI coupled enzyme inhibition counter-screen. GDH-TPI coupled enzyme counterscreen, NADH absorbance. inhibition, % at 4.8 µM. hit rate 1.2% among 360,000. AID 588335; in the data active = inhibition above about 30%;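 also: 0% = DMSO wells and 100% = wells lacking the enzyme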
Mtb UGM inh: inhibitors of M. tuberculosis UDP-galactopyranose mutase; hit rate 0.06% among 320,000; inhibition, % at 10 µM; P9WIQ1; purified UGM, fluorescence polarization probe displacement; in the data active = inhibition above about 10%, passing the limit was not always enough; inconclusive = no clear call, values can overlap the other calls
PfHsp40 yeast: rescue of PfHsp40-mediated yeast toxicity. S. cerevisiae expressing PfHsp40, growth rescue, ATP luminescence. growth rescue, % at 12.5 µM. hit rate 0.68% among 340,000. AID 504582; in the data active = growth rescue above about 28%, passing the limit was not always enough; inconclusive = no clear call, values can overlap the other calls;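 also: yeast W303a lacking pdr1 and pdr3 grown in galactose medium; growth measured after three days at 30 °C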
Mtb FBA inh: Mtb fructose-bisphosphate aldolase inhibition. hit rate 2.3% among 360,000. purified M. tuberculosis FBA, fluorescence read-out. inhibition, % at 1 µM. AID 588726. P9WQA3; in the data active = inhibition above about 27%;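 also: 0% = vehicle and 100% = reference inhibitor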
* = called active by the depositor; ? = inconclusive; nt = no result given; + = active, no number; & = joins results of further samples. Rule as the data show it, unless noted: active = inhibition above about 30%; inconclusive = no clear call, values can overlap the other calls; inactive = below that.

canonical_smiles	Mtb BioA inh	Mtb UGM inh	BoNT-F LC inh	Mtb FBA inh	FadD28 FP inh	Anthrax LF inh2	PfHsp40 yeast	GDH-TPI inh	BoNT A protease
CN(C)c1cccc(C(=O)N/C=C/n2cnc3cc(C(F)(F)F)ccc32)c1	nt	-0.6	0	2	-1.3	-6	-2.2	4	-0.4
Cc1csc(NC(=O)CSc2nnc(Cc3cccn3C)n2-c2ccc(F)cc2)n1	-0.4	1.3	-3	0	-1.4	-2	-0.4	7	-0.8
O=C(Cn1cc(COc2ccc(C(=O)c3ccccc3)cc2)nn1)c1ccc(O)cc1	1.8	nt	-2	0	-2.1	0	-0.3	18	0.0
O=C(c1ccccc1)c1ccccc1C(=O)N1CCCC1	-2.5	-1.1	6	2	-1.8	-6	-1.6	15	0.2
CCCC(=O)N=C1SC2CS(=O)(=O)CC2N1c1ccc(-c2nc3ccc(C)cc3s2)cc1 (configuration not stated)	-2.1	-1.3	-2	53*	-3.6	1	-0.7	16	1.4
CC12CCC(=O)N1C(C(=O)Nc1ccc(Br)cc1Cl)CS2 (configuration not stated)	-1.1	4.2	0	0	-2.4	0	-1.0	-2	-0.7
CCn1c(SCC(=O)Nc2cc(C)on2)nnc1-c1c[nH]c2ccccc12	9.2	-3.2	-16	4	1.4	-5	-0.5	1	-0.2
CCC(=O)Nc1ccc(C2C(=O)c3ccccc3C2=O)cc1	0.3	0.1	10	4	-0.7	-11	-0.9	12	-0.8
CCCC(C)NC(=O)C1CC(=O)N(CCc2ccc(F)cc2)C1 (configuration not stated)	0.1	3.6	10	3	-0.6	2	-0.7	6	-1.7
CC(C1CC2CCC1C2)n1c(-c2ccco2)n[nH]c1=S (configuration not stated)	nt	-2.4	20	9	-2.5	4	6.3	-4	4.3
Cc1nc(NC(=O)c2ccc(Br)o2)sc1C	-0.5	2.4	-3	-1	-3.3	-6	0.5	29	0.1
COc1ccc(N2CCN(S(=O)(=O)c3ccc4c(c3)CCCC4)CC2)c([N+](=O)[O-])c1	1.0	-0.5	-10	-1	-0.3	-7	1.3	-2	-1.9
CCc1ccc(C(=O)COC(=O)c2nn(C)c(=O)c3ccccc23)cc1	-2.9	-0.9	4	-2	-1.2	-2	1.2	2	-0.1
CSc1ccccc1-c1cnc2cccnn12	0.3	nt	-1	4	-2.9	-5	nt	8	-0.1
Clc1ccc(CCNc2ncnc3nc[nH]c23)cc1	4.1	-0.4	-5	-4	-5.0	0	2.3	-19	-0.9
Cc1cc2c(cc(C(=O)OC(C)C(=O)NCc3ccccc3)n2C)o1 (configuration not stated)	-0.3	nt	-9	0	1.3	-13	-0.7	7	0.3
O=C(CSc1nnc(CNC(=O)c2ccco2)o1)Nc1nc2ccccc2s1	nt	-0.6	2	1	-1.6	-1	1.0	6	-0.5
Cc1cc(C)nc(SCC(=O)Nc2nc(-c3ccccc3)c(-c3ccccc3)o2)n1	0.1	0.8	6	6	-0.9	-4	2.1	16	0.6
Cc1ccc(C2(C)NC(=O)N(CC(=O)NNC(=O)c3cc(C)oc3C)C2=O)cc1 (configuration not stated)	-0.5	2.6	?	-2	-2.0	?	-1.4	-8	?
O=C(CCCOc1ccccc1)N1CCN(C(=O)c2ccco2)CC1	1.7	0.1	0	6	0.4	1	-0.5	10	0.2
COc1cc(CNC(C)c2ccccc2)c(Br)cc1OCC(N)=O (configuration not stated)	2.8	0.5	-8	3	-2.2	-1	-0.8	-1	-0.7
C=CCN1C(=O)CS/C1=C(\C#N)S(=O)(=O)c1ccc(C)cc1	-0.4	0.4	-10	6	-2.3	-3	-0.8	0	0.7
Cn1c2ccccc2c2c(C(=O)NCc3ccco3)cn(C3CCCCC3)c(=O)c21	-0.5	-1.7	14	11	0.2	-1	-0.2	12	0.3
CCC(C)c1ccccc1NC(=O)COC(=O)C1=NN(c2ccccc2)C(=O)CC1 (configuration not stated)	6.0	3.0	4	-1	-1.9	-6	-0.2	0	-0.6
O=C(CN1CCOCC1)Nc1ccc(Br)cc1C(=O)c1ccccc1	14	0.6	2	6	0.3	3	0.8	9	0.6
C=CCNC(=O)Nc1ccc(OCC)cc1	nt	-1.9	12	4	-0.9	-4	0.3	-2	0.4
Cc1c(Br)c(=O)oc2c(Br)c(O)ccc12	nt	1.8	-8	36*	-0.2	-5	-1.1	-6	-0.2
CCS(=O)CCSC(=N)N (configuration not stated)	-0.3	-1.1	-4	-2	2.2	-6	-0.7	19	-0.3
Cc1nc2ccccc2n1CC(=O)NC1CCCC1	0.0	0.1	0	-1	1.7	-1	0.2	0	-0.2
O=C(CSc1ncn[nH]1)N1CCN(S(=O)(=O)c2ccc(Cl)cc2)CC1	1.0	2.5	-3	1	-3.7	-2	11	-14	-3.4
CCOc1ccc(C(=O)OCC(=O)Nc2ccc3c(c2)OCCO3)cc1OC	-0.8	3.0	?	-2	-0.5	-8	-0.9	0	2.9
COc1cc2c(cc1OC)CN(C(=S)Nc1cccc(Cl)c1C)CC2	nt	2.3	0	2	-2.0	-5	-0.6	-1	-0.3
Cc1nc(NC(=O)C(C)(C)C)sc1-c1csc(N)n1	nt	nt	-7	-2	-2.9	-4	nt	-1	0.6
COC(=O)CC1C(=O)NC2CCCCC2N1C(=O)CCl (configuration not stated)	0.2	-0.3	nt	2	-3.3	nt	0.0	5	nt
Cc1cc(OCC(=O)NCCCN2CCOCC2)cc(C)c1Cl	-1.2	-1.6	?	-1	-0.9	?	-0.9	3	?
COc1ccccc1CCC(=O)N(C)CC(=O)Nc1ccc(F)cc1	-0.4	-3.2	0	5	-2.1	-4	-0.2	-6	3.3
CCCCSc1nnc(CCCCCNC(=O)OC(C)(C)C)o1	0.9	2.8	-2	-2	-2.4	-4	1.6	-10	-0.9
C=CCN1CCN(C(=O)c2oc3ccccc3c2C)CC1	-1.4	-3.0	0	-1	-0.9	2	3.0	10	1.6
COc1cccc(NC(=O)c2ccc(N3C(=O)C4CC=C(C)CC4C3=O)cc2)c1 (configuration not stated)	-0.3	0.6	11	-1	0.9	8	nt	3	1.7
CCOC(=O)c1oc2cc(O)cc(C)c2c1C	-0.8	nt	-23	26	-0.5	-5	-2.0	8	0.0
Cc1ccc(S(=O)(=O)N2CCN(c3ccc([N+](=O)[O-])c4cccnc34)CC2)cc1	-2.7	-2.1	-3	-8	-1.3	9	-0.1	5	17
COc1cccc(C(=O)NCCSc2ccc(C)cc2)c1	nt	-1.2	1	1	-1.9	2	-0.5	9	-0.3
O=C(/C=C/c1ccc(Cl)cc1)c1cccnc1	nt	-2.4	-13	2	-0.2	2	15	17	0.2
CC1(C(=O)NNC(=O)c2ccc([N+](=O)[O-])cc2)CC1(Br)Br (configuration not stated)	-0.4	2.3	-6	-2	1.1	3	-1.0	10	-1.4
NC(=O)C1=C[C@H](c2ccc(C(F)(F)F)cc2)C[C@H](OCCCCO)O1	0.4	-2.5	-10	0	-5.2	1	-0.8	-4	-0.9
C[C@@H]1CN([C@@H](C)CO)C(=O)c2cc(Br)cnc2O[C@H]1CN(C)Cc1ccccc1C(=O)O	-0.4	nt	-6	2	0.1	-2	nt	2	-0.6
O=C(C1=C[C@H](c2ccccc2)C[C@H](OCc2ccc(CO)cc2)O1)N1CCN(Cc2ccccc2)CC1	-0.9	-1.0	0	3	-2.7	-11	-0.5	-7	0.0
CCOC(=O)N1CCN(C(=O)c2ccc3c(c2)N(Cc2cccc(Cl)c2)C(=O)c2ccccc2S3=O)CC1 (configuration not stated)	-0.2	1.7	2	2	-0.5	-3	-0.8	11	1.2
CCN(CC)c1ccc(/C=C2\C(=O)NC(=S)N(C)C2=O)o1	-4.2	-6.6	nt	-34	-3.2	nt	1.2	-13	nt
CCN1CCN(Cc2cccnc2)CC1	0.7	-0.9	-17	1	-4.0	-8	0.4	0	0.0

Reprinted from the part before: two compounds; new compounds follow.
canonical_smiles	Mtb BioA inh	Mtb UGM inh	BoNT-F LC inh	Mtb FBA inh	FadD28 FP inh	Anthrax LF inh2	PfHsp40 yeast	GDH-TPI inh	BoNT A protease
CCN(CC)c1ccc(/C=C2\C(=O)NC(=S)N(C)C2=O)o1	-4.2	-6.6	nt	-34	-3.2	nt	1.2	-13	nt
CCN1CCN(Cc2cccnc2)CC1	0.7	-0.9	-17	1	-4.0	-8	0.4	0	0.0
Brc1cccc(OCCCCN2CCCCC2)c1	nt	2.6	35*	5	0.4	-2	1.6	3	3.5
Cc1ccc(-c2nc(SCC(=O)NCC3CCCO3)c(-c3ccc(Cl)cc3)[nH]2)cc1 (configuration not stated)	0.2	-0.5	3	-2	-1.8	1	-0.9	11	-0.1
Cc1ccc(C2=N/C(=C\c3ccc(OS(=O)(=O)c4ccc(C)cc4)cc3)C(=O)O2)cc1	nt	3.0	-6	6	-4.1	0	0.8	4	1.1
CCc1nnc(NC(=O)c2cccc(S(=O)(=O)N3CCN(c4ccccc4)CC3)c2)s1	-2.3	1.2	4	-2	-3.7	-2	0.6	10	0.3
CCOc1cc(C2C3=C(CC(C)(C)CC3=O)Nc3n[nH]c(C)c32)ccc1O (configuration not stated)	nt	0.6	1	2	-1.1	6	-0.7	12	0.2
COc1ccc(CNC(=O)COC(=O)c2ccc3c(c2)OCCO3)cc1	-1.0	-0.1	-5	0	-2.6	-8	1.7	-1	-0.4
Cc1cc(F)ccc1S(=O)(=O)Nc1ccccc1C(=O)NCc1cccnc1	nt	0.7	-6	15	-0.5	-2	-1.3	1	-1.0
COCCOC(=O)c1c(NC(=O)CNCc2ccco2)sc(C(N)=O)c1C	2.1	-0.7	-9	2	0.0	2	-1.4	1	1.2
CC(C)c1ccc(OCC(=O)N(Cc2ccccc2)c2ccccn2)cc1	0.2	-0.5	-2	0	-1.4	-1	0.6	6	0.4
Cc1cc(C)c2nc(C)cc(N/N=C/c3ccc(O)cc3)c2c1	-1.6	-1.1	-56	-3	0.6	-20	-1.3	19	1.7
COC(=O)c1ccc(COC(=O)c2nn(C)c(=O)c3ccccc23)cc1	0.6	-1.9	-8	1	-3.2	-2	0.2	-11	-1.8
Cc1cc(OCC(O)CN2CCN(C)CC2)ccc1C(C)C (configuration not stated)	0.5&-1.2	-2.1	-10&-7	-4&-5	-3.7&-1.4	-8&6	-0.2&0.6	1&6	-0.7&0.9
CN(C)/C=C1\C(=O)Oc2ccccc2C1=O	2.7	2.3	-12	5	-2.8	-5	nt	16	-0.8
O=C(COC(=O)c1ccc(S(=O)(=O)N2CCCCC2)cc1)NC1CCCCC1	-0.5	nt	-1	-4	-2.9	1	nt	0	-0.2
Cc1nc(-c2ccc(C(=O)N3CCOCC3)cc2)cs1	-1.9	-2.4	6	7	0.7	-2	-0.7	16	0.2
Nc1nn2cc(-c3ccccc3)nc2c2ccccc12	nt	-0.3	-3	+	0.0	-2	0.3	4	-0.2
Cc1ncc(CN2CCN(C(C)C)C(CCO)C2)s1 (configuration not stated)	-0.7	-0.4	3	0	-1.4	4	0.7	3	-0.6
Cc1ccc(Cn2c(NCCCn3ccnc3)nc3c2c(=O)n(C)c(=O)n3C)cc1	nt	0.4	13	-2	-1.7	-5	-1.1	1	0.3
C=CCn1c(SCC(=O)NC(=O)c2cccn2C)nc2ccccc2c1=O	nt	0.9	0	1	-1.8	-4	3.5	5	-0.1
CS(=O)(=O)c1cccc(C(=O)OCC(=O)NC(=O)Nc2ccccc2F)c1	-0.3	1.5	-8	-1	-1.3	-1	-1.6	2	-0.2
CCC(C)N(C(=O)COC(=O)c1cn(CC)c2nc(C)ccc2c1=O)C1CCS(=O)(=O)C1 (configuration not stated)	1.6	-1.3	-2	3	0.7	1	1.1	13	0.5

No enrichment for hits, and some 4.7% of all compounds hit somewhere here.
